a7 integrin act – activates integrin-mediated alleviation for muscular dystrophy; alpha7betagal myoblasts, beta-gal FDG fluorescence, 48 h; Potency, µM (highest dose often 38.3 µM), inactives show at the top dose activation, usual class: activators; hit rate 0.064% among 350,000; AID 624291;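 note: potency is the fitted concentration of half-maximal effect; 100% = response of the positive control SU9516; nearly all actives have a fitted effect of over 60% in size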
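alpha7betagal+/- myoblasts (passage 13, 250/well) treated 48 h at 37C with compounds at 1:260 dilution of DMSO stock. Lysed, then beta-galactosidase activity read as FDG fluorescence (ex 480/em 540) after 30 min, with pre-read for autofluorescence.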
TRPV1 agonist – activates the human vanilloid receptor TRPV1 | Q8NER1 | TRPV1-expressing cells, Fluo-8 calcium influx, agonist mode | activation, % at 8.33 µM | hit rate 0.19% among 320,000; in the data active = activation above about 80%; inconclusive = between about 30% and that limit; note: 0% is about no effect
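Cells expressing TRPV1 were dye-loaded with Fluo-8 and read kinetically: 10 s baseline, 3 min after compound (agonist portion), then 2 min after EC20 capsaicin (allosteric enhancer portion). Calcium-bound dye fluorescence at 480/520 nm.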
p53 reactivation – re-activators of mutant p53; H1299 p53-A138V BP100-luciferase reporter, luminescence, 24 h; Potency, µM (highest dose often 92.2 µM), for the others: top-dose activity change, positive = activation, hits mostly activators; hit rate 0.063% among 320,000; AID 504706; note: potency is the fitted concentration of half-maximal effect; % of control where 0% means no effect; nearly all actives have a fitted effect of over 45% in size
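p53-null H1299 cells stably carrying temperature-sensitive p53-A138V and a BP100-luciferase reporter were pinned with compounds (4-point, 1:5 series) and held 24 hrs at 37 deg C. Luminescence was read 10 min after detection reagent.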
AT treatment – candidate therapy for ataxia-telangiectasia; Potency, µM (doses to about 57.5 µM), without a hit: at the highest dose activation, most hits filed as activators; hit rate 0.19% among 320,000; AID 485349; […] A-T fibroblasts, KAP-1 phosphorylation AlphaLISA; neocarzinostatin DNA damage 30 min before lysis; note: potency is the fitted concentration of half-maximal effect; % of control where 0% means no effect; nearly all actives have a fitted effect of over 45% in size
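ATM-like activity read as KAP-1 phosphorylation via AlphaLISA donor/acceptor antibody pairs after lysis and 6 hr at 25C. Cells were ATM-null patient fibroblasts ([…], hTERT), dosed 60 min, then exposed to the DSB inducer NCS for 30 min.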
MLL CXXC-DNA inh – blocks binding of human MLL CXXC domain to DNA. MLL-CXXC / FITC-HOXA9 DNA fluorescence polarization. Potency, µM (highest dose often 115 µM), without a hit: top-dose activity change, negative = inhibition, hits mostly inhibitors. hit rate 0.037% among 290,000. AID 2662; active = well fitted inhibition curve with a large enough effect in the polarisation, with a control signal flat, not every such curve was filed as active; inconclusive = small, poorly fitted or top-dose-only effect, or effect the other way, or a change in a side signal; inactive = no such curve, though single readings can be large or run the other way; the % refers to the polarisation; note: potency is the fitted concentration of half-maximal effect
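Steps: dispense CXXC domain solution (7 uM) → pin compounds or unlabeled HOX-A9 DNA control → 5 min ambient → add FLSN-HOX-A9 solution (50 nM) → spin → 30 min ambient → fluorescence polarization. Tris pH 7.5/NaCl/DTT/BSA buffer.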
BRCA1 expr up – activators of BRCA1 expression; MCF7-BRCA1-FFLuc reporter, luminescence, 48 h; response scale: scaled: vehicle 0%, 10 µM genistein 100%; Potency, µM (highest dose often 46.1 µM), for the others: top-dose activation, hits mostly activators; hit rate 1.1% among 380,000; note: potency is the fitted concentration of half-maximal effect; nearly all actives have a fitted effect of over 80% in size; some results filed as inactive show a strong effect at the top dose
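MCF7-BRCA1-FFLuc, 2000 cells/well; 2 h attach, 37 °C/5% CO2; compound 48 h; luciferase substrate 15 min; luminescence end-point. Norm. to genistein 10 microM max activation and DMSO; concentration-response curves fitted.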
B2AR arrestin – beta2AR (human) beta-arrestin recruitment activity. hit rate 0.02% among 330,000. P07550. beta-arrestin recruitment to beta2AR, cell-based reporter. Potency, µM (doses to about 46.1 µM), for inactives: top-dose activation, usual class: activators. AID 492947;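 note: potency is the fitted concentration of half-maximal effect; 0% = DMSO controls and full agonism = EC100 isoproterenol or metaproterenol; nearly all actives have a fitted effect of over 65% in size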
Target sequence (P07550 whole entry, looked up): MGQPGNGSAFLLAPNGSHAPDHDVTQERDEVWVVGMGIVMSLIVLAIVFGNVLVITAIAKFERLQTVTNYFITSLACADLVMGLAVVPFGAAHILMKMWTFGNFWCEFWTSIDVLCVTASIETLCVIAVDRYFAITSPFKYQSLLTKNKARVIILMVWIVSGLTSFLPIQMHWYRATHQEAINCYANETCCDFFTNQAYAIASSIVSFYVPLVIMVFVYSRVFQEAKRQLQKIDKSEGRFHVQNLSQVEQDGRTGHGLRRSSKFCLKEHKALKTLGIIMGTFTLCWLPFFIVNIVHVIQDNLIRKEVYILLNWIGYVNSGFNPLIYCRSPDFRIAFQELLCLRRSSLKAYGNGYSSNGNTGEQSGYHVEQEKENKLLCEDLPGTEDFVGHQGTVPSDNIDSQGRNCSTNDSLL
TCR activator – T cell receptor activation. primary human leukocytes, anti-CD3, IL-2 HTRF, 48 h. 330,000 tested, under 10 active. Potency, µM (titrated, usually from 9.22 µM), without a hit: at the highest dose activation of IL-2 secretion, actives largely listed as activators; note: % of control where 0% means no effect
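Activity was scored as IL-2 release from primary human leukocytes given only a TCR signal (a-CD3 beads) plus compound for 48 hr. Detection used a two-antibody HTRF format read at 665nm.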
ELG1 DNA repair – blocks ELG1-dependent DNA repair in HEK293T cells; HEK293T ELG1-luciferase reporter, luminescence, 16 h; DNA damage induced by 5-fluorouridine; Potency, µM (doses to about 46.1 µM), for the others: top-dose activity change, negative = inhibition, actives largely listed as inhibitors; hit rate 2.3% among 330,000; AID 504467; note: potency is the fitted concentration of half-maximal effect; % is set by controls: 0 for no effect and ±100 for the full control effect; nearly all actives have a fitted effect of over 55% in size
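HEK293T cells expressing luciferase-tagged ELG1 (2,000/well) received 5-Fluorouridine plus compound or DMSO for 16 hr at 37 °C. Luciferase was read by ONE-Glo luminescence after 30 min at room temperature.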
PTAP TSG101 blk – blocks PTAP/TSG101 interaction to inhibit HIV-1 budding; Fluorescence polarization, FITC-PTAP peptide / Tsg101 binding; 340,000 tested, under 10 active; Potency, µM (series often up to 115 µM), for the others: top-dose activity change, negative = inhibition, usual class: inhibitors; Q99816; active = well fitted inhibition curve with a large enough effect in the main read-out, with a control signal flat, not every such curve was filed as active; inconclusive = small, poorly fitted or top-dose-only effect, or effect the other way, or a change in a side signal; inactive = no such curve, though single readings can be large or run the other way; note: potency is the fitted concentration of half-maximal effect; % of control where 0% means no effect
Target sequence (Q99816 whole entry, looked up): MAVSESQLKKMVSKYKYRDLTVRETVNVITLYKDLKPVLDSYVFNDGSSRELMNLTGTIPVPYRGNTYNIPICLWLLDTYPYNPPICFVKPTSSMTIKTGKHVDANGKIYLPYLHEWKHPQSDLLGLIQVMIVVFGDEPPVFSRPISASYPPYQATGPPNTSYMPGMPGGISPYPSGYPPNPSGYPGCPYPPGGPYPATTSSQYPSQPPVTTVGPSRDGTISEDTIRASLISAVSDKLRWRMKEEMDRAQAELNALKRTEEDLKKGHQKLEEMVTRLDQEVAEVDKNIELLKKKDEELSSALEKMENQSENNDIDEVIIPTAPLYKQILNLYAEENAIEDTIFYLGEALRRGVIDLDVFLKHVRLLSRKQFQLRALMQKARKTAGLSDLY
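Tsg101 binding domain (10 uM final) was mixed with compound and a FITC-labeled PTAP peptide (50 nM final) in HEPES pH 7.5 buffer with NaCl, Tween 20, EDTA and TCEP; fluorescence polarization was read after 20 min at r.t.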
* hit, by the source's call; ? = inconclusive; . = no result given; [ ] = remark or other dose. Unless noted, calls come from the whole dose curve; as a rule, active = well fitted curve in the direction sought with a large enough effect; inconclusive = small, poorly fitted or top-dose-only effect, or another doubt; inactive = no such curve, though single readings can be large; an effect the other way counts as inactive or inconclusive.

SMILES | a7 integrin act | TRPV1 agonist | p53 reactivation | AT treatment | MLL CXXC-DNA inh | BRCA1 expr up | B2AR arrestin | TCR activator | ELG1 DNA repair | PTAP TSG101 blk
Cc1cc(=O)oc2cc(NC(=O)c3ccccc3Cl)ccc12 | 9% | 4 | 21% | -5% | -2% | 98% | -0.5% | -6% | ? | -2%
COCC(=O)N1CCCC(C(=O)c2ccc(Oc3ccccc3)cc2)C1 (centres undefined) | -16% | 10 | 0% | -1%[11.5 µM] | -6% | 26% | 0.4% | 4% | -6% | 0%
CC1CCN(CCCNC(=O)C2CCN(S(=O)(=O)N3CCC4(CC3)OCCO4)CC2)CC1 | ? | 0 | -4% | 2% | 2% | 32% | -0.3% | 4% | -1% | -5%
O=C(N/N=C/c1ccc([N+](=O)[O-])o1)c1cc2ccccc2o1 | -58%[inhibitor] | 12 | 7% | 0% | 9% | -69% | -0.5% | -46% | ? | -2%
CCOc1ccc2[nH]c(=O)c(CN(Cc3ccco3)C(=O)c3cccc(F)c3)cc2c1 | 7% | -1 | 5% | 13% | 9% | -31% | -0.6% | 3% | 0% | -11%
COc1ccc(CCN2CC(C(=O)Nc3cc(F)ccc3F)CC2=O)cc1OC (centres undefined) | -10% | 28 | 7% | 12% | . | -10% | 0.1% | 3% | 1% | -3%
Cc1ccc(N(C(C)C(=O)Nc2ccc(S(=O)(=O)N3CCOCC3)cc2)S(C)(=O)=O)cc1C (centres undefined) | -11% | 0 | -4% | 2% | 0% | -26% | 0.0% | 4% | -13% | -4%
COc1ccccc1NC(=O)c1ccccc1Oc1ccccc1 | -16% | 0 | . | 11% | 8% | -25% | -0.3% | -1% | 18% | -2%
NC1(C(=O)O)CSSC1 | -48%[inhibitor] | . | . | . | . | -93% | . | 1% | . | 0%
C[C@@H]1COC(=O)[C@@H](NC(=O)OCC2c3ccccc3-c3ccccc32)C/C=C\C[C@@H](CC(=O)N(CCO)Cc2ccccc2)C(=O)N1 | 0% | . | 3% | 2% | . | 0% | 0.1% | 5% | ? | .
Cc1ccc(C2CC(=O)N(c3ccc(F)cc3)C3=C2C(=O)CCC3)cc1 (centres undefined) | -9% | -1 | -31%[inhibitor] | . | -4% | -2% | -0.8% | . | 1% | 0%
COc1cc(CC(NC(C)=O)C(=O)NC2CCN(C(=O)Nc3ccccc3Cl)CC2)cc(OC)c1 (centres undefined) | 22% | 1 | 1% | 1%[11.5 µM] | 1% | -7% | 0.4% | 5% | -5% | -5%
CC(=O)c1c(C)nc(C)nc1NC(=O)Cc1ccccc1 | 3% | -1 | -7% | 4% | 0% | -8% | -0.2% | 3%[46.1 µM] | 6% | -4%
Cc1cc(Cl)ccc1OCCCC(=O)Nc1ccc(S(=O)(=O)Nc2ncccn2)cc1 | ? | -1 | -3% | 5% | 3% | 0% | 0.2% | -4% | -3% | -1%
CN=c1scc(-c2cc(OC)ccc2OC)n1/N=C/c1c(C)[nH]c2ccccc12 | -27% | 3 | 6% | -2% | -13% | -77% | 0.9% | 3%[46.1 µM] | ? | 2%
Cc1noc(C)c1S(=O)(=O)Nc1ccc2c(c1)C(=O)N([C@H](C)CO)C[C@@H](C)[C@@H](CN(C)Cc1ccc3c(c1)OCO3)O2 | -12% | . | -7% | 3% | . | -7% | -0.5% | -6% | 0% | 1%
O=C1[C@H]2CCC=C[C@H]2[C@H](c2cccc(Br)c2)N1Cc1ccccc1 | 12% | . | 1% | 15% | . | -2% | -0.2% | 0%[46.1 µM] | -2% | -5%
COc1ccc2c(-c3ccccc3)cc(=O)[nH]c2c1 | 14% | 12 | 3% | -2% | 6% | 6% | -0.3% | -27% | 15% | -5%
O=C(Cc1ccc([N+](=O)[O-])cc1)Nc1cccc(C(=O)N2CCOCC2)c1 | -21% | . | -2% | 8% | . | -4% | 0.3% | 0% | -9% | -5%
CC(=O)c1cccc(CN2CCC(CO)(Cc3ccccc3)CC2)c1 | 28% | 3 | 0% | 5% | -5% | 9% | -0.4% | 3% | 1% | -5%
Cc1cccc(C)c1NC(=O)CN1CCCC1 | 29% | . | . | . | 4% | 12% | . | 3% | . | -7%
Cn1c(SCc2c(F)cccc2Cl)nc2c(c1=O)SCC2 | -27% | 1 | 4% | 6% | -29% | -12% | -0.1% | . | -29% | 0%
CCC(CC)NC(=O)Cn1c(C(C)NC(C)=O)nc2ccccc21 (centres undefined) | ? | -1 | -1% | -10% | -2% | 4% | -0.3% | -11% | 6% | 0%
N#Cc1cc2sc3nnc(-c4ccncc4)n3c2cc1C#N | -29% | 0 | ? | 1% | 15% | -54% | -0.2% | 0% | ? | -3%
O=C(O)c1ccccc1Sc1ncnc2sc3c(c12)CCC3 | 2% | 1 | -3% | -1% | 6% | -20% | -0.1% | -5% | -17% | -1%
COc1ccc(S(=O)(=O)N2CCC(C(=O)NCCc3ccccc3)CC2)cc1 | 10% | 28 | . | 6% | 19% | -4% | -0.6% | 2% | 1% | -1%
O=C(N/N=C1\C/C(=N\NC(=O)c2ccncc2)c2ccccc21)c1ccncc1 | -17% | 20 | 10% | -3% | 13% | -51% | 0.1% | -5% | 0% | -2%
COCCN1C(=O)N[C@@H](c2cccc(F)c2)C(C(C)=O)=C1C | 23% | . | . | . | . | -22% | . | 10% | . | 0%
Cc1ccc(C(=O)NCCc2nnc3ccc(SCC(=O)N4CCCC4)nn23)cc1 | 19% | 0 | ? | 9% | 20% | -2% | -1.2% | 8% | ? | -3%
O=C(O)C1=C[C@H](c2ccc(Br)cc2)C[C@H](OCCCCO)O1 | 4% | 0 | 0% | 3% | -5% | 16% | -0.3% | -2% | 13% | .
C=C(C)c1cccc(C(C)(C)NC(=O)N2CCN(CC(N)=O)CC2)c1 | 8% | 2 | 1% | 14% | 3% | 4% | -0.1% | 9% | 5% | -3%
N#Cc1ccc(C(=O)OCC(=O)N2CCOCC2)cc1 | 7% | 0 | 2% | 3% | -4% | 6% | 0.0% | 2% | 1% | -3%
Cn1c(N)cc(=O)n(C)c1=S | -12% | . | . | . | . | -1% | . | 1% | . | -1%
COc1ccccc1C(=O)NCCC(=O)N1CCCCCCC1 | -1% | 3 | 1% | -3% | . | -10% | -0.5% | 1% | 18% | -2%
Cc1ccc(OCC(=O)Nc2ccc3c(c2)OCO3)c(C)c1 | 7% | 0 | -1% | -1% | -2% | 0% | -0.1% | -1% | 9% | -1%
COc1ccccc1CNC(=O)c1ccc(NS(C)(=O)=O)cc1 | 4% | 1 | -5% | -3% | 4% | -1% | 0.1% | 1% | -2% | -8%
O=C(CCc1ccccc1)Nc1ccc(N2CCOCC2)c(Cl)c1 | 4% | -1 | 16% | -7% | -3% | 27% | -0.3% | 6%[46.1 µM] | 0% | -8%
CC(C)OC(=O)c1cccc(C(=O)Nc2cccc(NC(=O)c3cccc(C(=O)OC(C)C)n3)n2)n1 | 11% | 5 | -3% | -1% | 11% | 19% | 0.0% | 11% | 8.2µM* | -3%
CCOC(=O)c1c(NC(=O)C(C)Sc2nnc(C)c(=O)[nH]2)sc2c1CCCC2 (centres undefined) | -9% | 2 | -10% | -5% | -1% | -39% | -1.0% | 10% | -1% | -9%
COc1ccc(N2CCN(c3ccc(Cl)nn3)CC2)cc1 | 31% | 12 | 6% | 1% | -1% | 31% | 0.1% | -1% | ? | -2%
COc1cccc(NC(=O)CCc2nc(-c3ccccc3F)no2)c1 | -5% | 26 | 9% | 7% | -5% | 25% | -0.2% | 2% | 4% | -1%
C#CCOCCOCCOCCNc1nc(N2CCN(C(=O)Cn3cc(CCO)nn3)CC2)nc(N2CCN(C(=O)[C@H](CCCCN)n3cc(CCCC)nn3)CC2)n1 | 17% | . | . | . | . | 14% | . | 0% | . | -11%
COc1ccc(NC(=O)CN(CC(=O)Nc2ccc(OC)cc2)C(C)(C)CO)cc1 | 0% | 0 | 1% | 9% | 1% | 0% | -0.3% | 1% | -13% | -7%
O=S(=O)(NC1c2cccc3cccc(c23)C1N1CCN(CCO)CC1)c1ccccc1 (centres undefined) | -16% | 0 | -3% | 9% | -2% | -31% | -1.1% | -1% | ? | -1%
O=C(CC(=O)c1cccs1)c1ccncc1 | 12% | . | . | . | . | 101% | . | 9% | . | -5%
O=C(COc1ccc(S(=O)(=O)N2CCCC2)cc1Cl)NCc1ccccn1 | 12% | 0 | -7% | 2% | 3% | -7% | -2.3% | 0% | -16% | 1%
N/C(CCS(=O)(=O)c1ccc(Cl)cc1)=N\OC(=O)c1ccccc1C(F)(F)F | -4% | 13 | ? | -1% | -1% | -50% | -0.1% | -5% | -15% | -1%

Screening results (PubChem)

Random draw from the library (roughly 3.8% active in at least one column).
